Bioassay records (PubChem)
SENP8 block-1: SENP8 (human) protease inhibition; AID 602440; hit rate 0.64% among 360,000; inhibition, % at 20 µM; recombinant SENP8, Nedd8 substrate fluorescence; Q96LD8; in the data active = inhibition mostly above about 40%, no sharp cut-off; inactive = mostly below about 27%
Target sequence (Q96LD8 whole entry, looked up): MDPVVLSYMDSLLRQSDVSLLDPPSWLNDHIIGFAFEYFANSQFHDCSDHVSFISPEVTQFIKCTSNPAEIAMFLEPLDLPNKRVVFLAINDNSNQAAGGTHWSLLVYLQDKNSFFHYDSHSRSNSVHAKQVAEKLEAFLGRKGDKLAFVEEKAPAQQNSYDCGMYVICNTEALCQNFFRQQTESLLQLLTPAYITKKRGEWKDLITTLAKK
HKDC1 inh: blocks human hexokinase HKDC1 activity. AID 493160. recombinant HKDC1, G6PDH/diaphorase resazurin coupled fluorescence. inhibition, % at 20 µM. hit rate 0.16% among 340,000;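 active = inhibition above about 35% when tested at 20 µM, limit read from the data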;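 also: plate controls were DMSO wells with enzyme for no effect and DMSO wells lacking enzyme for full effect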
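Test system: recombinant HKDC1 (HK5) hexokinase enzyme, produced in-house / Doses: 20 µM test compound, 1% DMSO / Timing: 90 min, room temperature / Detection: G6PDH/diaphorase-coupled fluorescence, 1 mM NADP, 100 µM resazurin, 525/613 nm / Control set: DMSO wells with and without enzyme mix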
PfGluPho inh: PfG6PD (Plasmodium falciparum) enzyme inhibition | PfGluPho enzyme, NADPH resazurin-diaphorase fluorescence | hit rate 0.78% among 350,000 | inhibition, % at 20 µM;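 active = inhibition reaching at least a set limit at 20 µM in the primary screen, cut at about 59% in these data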;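 also: 0% = DMSO wells with substrate and 100% = DMSO wells lacking glucose-6-phosphate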
SENP6 inh: inhibitors of human SENP6 protease. hit rate 1.8% among 330,000. AID 2599. Recombinant SENP6 catalytic domain, aminoluciferin luminescence. inhibition, % at 10 µM;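 active = inhibition above about 50% at the single tested dose, limit read from the data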;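 also: plate controls were DMSO wells with enzyme for no effect and DMSO wells lacking enzyme for full effect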
Target sequence (Q9GZR1 628-1112 limits assumed): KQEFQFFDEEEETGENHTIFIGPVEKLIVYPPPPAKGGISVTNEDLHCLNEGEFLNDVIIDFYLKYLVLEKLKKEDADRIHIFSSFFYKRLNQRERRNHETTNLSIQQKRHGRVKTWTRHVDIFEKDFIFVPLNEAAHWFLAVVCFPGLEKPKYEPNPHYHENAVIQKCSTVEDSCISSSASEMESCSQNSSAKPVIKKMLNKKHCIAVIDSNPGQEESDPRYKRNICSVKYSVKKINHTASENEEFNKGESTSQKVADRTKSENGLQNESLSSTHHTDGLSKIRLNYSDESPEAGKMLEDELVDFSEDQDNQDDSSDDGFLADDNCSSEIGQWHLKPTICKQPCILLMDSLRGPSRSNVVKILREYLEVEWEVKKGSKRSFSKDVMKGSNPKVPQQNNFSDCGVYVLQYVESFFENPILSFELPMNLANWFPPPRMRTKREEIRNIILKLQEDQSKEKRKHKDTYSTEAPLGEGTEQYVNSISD
MIN6 prolif: inducers of beta-cell replication in MIN6 cells; MIN6 cells proliferation, ATPlite luminescence, 48 h; cells starved in 0.2% serum; 100% = growth in 10% serum; proliferation, % at 10 µM; hit rate 0.29% among 330,000; AID 2380;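 active = compounds whose signal lies at least 3.5 SD above the mean of all wells on their plate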;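 also: 0% = DMSO-treated cells in low-serum medium and 100% = 10% serum control; some compounds called inactive have numbers as strong as hits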
UBC13 inh: inhibitors of human UBC13 polyubiquitin chain formation; P61088; TR-FRET; inhibition, % at 20 µM; hit rate 0.47% among 330,000; in the data active = inhibition above about 45%, passing the limit was not always enough
Target sequence (P61088 whole entry, looked up): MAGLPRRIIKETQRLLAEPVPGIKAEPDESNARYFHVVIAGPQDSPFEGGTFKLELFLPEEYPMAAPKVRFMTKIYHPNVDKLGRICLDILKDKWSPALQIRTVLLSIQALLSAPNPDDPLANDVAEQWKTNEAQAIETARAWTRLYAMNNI
SENP8 block-2: blocks the human protease SENP8. Q96LD8. purified SENP8, Z-RLRGG-aminoluciferin cleavage, luminescence. inhibition, % at 10 µM. hit rate 1.2% among 330,000. AID 2540; in the data active = inhibition above about 50%
SENP7 block: blocks the human protease SENP7; Q9BQF6; recombinant SENP7, Z-RLRGG-aminoluciferin luminescence, 40 min; inhibition, % at 5 µM; hit rate 1.5% among 330,000;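 active = inhibition above about 50% at the single test dose, limit read from the data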;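 also: plate controls were DMSO with enzyme for no effect and no enzyme buffer wells for full effect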
SENP1 inh: SENP1 (human) catalytic domain inhibition | Q9P0U3 | recombinant SENP1 catalytic domain, CyPet-SUMO1-YPet FRET cleavage | inhibition, % at 10 µM | hit rate 0.21% among 360,000;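 active = inhibition at least 30% at 10 µM, raw YFP signal under a set limit, fluorescence ratio 0.5 to 1.5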;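 also: 0% = enzyme with DMSO and 100% = no enzyme wells; some results filed as inactive read as strong as hits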
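Material – human SENP1 catalytic domain · Input – SENP1 enzyme, 20 pM final · Compound dosing – single concentration of 10 µM compound, 0.5% DMSO final · Timing – enzyme reaction for 50 min at room temperature, dark · Measured by – FRET fluorescence in CFP and YFP emission channels · Control set – no-enzyme wells low, DMSO-plus-enzyme wells high control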
Starred values were filed as active, the others as inactive; i = inactive; / = no result given.

SMILES	SENP8 block-1	HKDC1 inh	PfGluPho inh	SENP6 inh	MIN6 prolif	UBC13 inh	SENP8 block-2	SENP7 block	SENP1 inh
Cc1c(C)c2ccc(OC(C)C(=O)NC3CCN(Cc4ccccc4)CC3)cc2oc1=O (stereo not given)	-431	-3	-9	-14	-4	2	-7	9	0
CNC(=O)c1cc(NC(=O)N(CCC#N)CCN(C(=O)NC(Cc2ccccc2)C(=O)NC(CC(C)C)C(=O)NC)c2ccccc2)ccc1OC (stereo not given)	-65	-1	-7	/	/	/	/	/	5
Cc1ccccc1C(=O)OCC(=O)NCC1COc2ccccc2O1 (stereo not given)	11	1	5	-6	12*	-2	7	-1	0
CCN(CC)CCn1cnc2c([nH]c3cccc(OC)c32)c1=O	i	-4	3	-6	3	9	-3	-5	1
O=C(/C=C/c1cccc([N+](=O)[O-])c1)NCCSCc1ccco1	16	-11	11	-7	1	6	1	2	1
O=c1[nH]c(/C(Cl)=C/c2cc(Cl)ccc2O)nc2cc(Cl)ccc12	-31	2	-21	-3	0	-1	-6	-6	59*
CCOC(=O)C1(CCOc2ccccc2)CCN(Cc2cccn2-c2cccnc2)CC1	-4	-4	25	-20	-1	-1	-4	-7	-2
Cc1ccc(NS(=O)(=O)c2ccc(CCC(=O)N3CCOCC3)cc2)cc1	11	-7	2	-10	-2	-4	-9	16	2
OC(CNC1CCCC1)COc1ccccc1Br (stereo not given)	5	-6	-5	-2	-1	0	-5	-1	2
O=C(C1CCCN(c2ncnc3c2nc2n3CCCCC2)C1)N1CCN(c2ccccc2F)CC1 (stereo not given)	5	-1	-4	-7	-3	-5	-6	-20	1
COc1ccc(S(=O)(=O)N2CCCCC2)cc1NC(=O)C1CCCC1	7	-1	6	1	1	5	0	-1	2
Cc1cc(C)n(-c2nncc(-c3ccccc3)n2)n1	21	4	-17	3	-5	-2	-1	3	0
O=C(CNC(=O)c1cc(Cl)cc([N+](=O)[O-])c1)OCC(=O)N1CCCCC1	18	2	-8	-8	-4	-4	0	11	1
CC(=NNC(=S)N1CCCCCC1)c1cccc2cccnc12	-28	-19	42	/	/	/	/	/	-4
O=S(=O)(c1cccc2cccnc12)n1cnc2ccccc21	12	2	-14	-3	3	-1	1	-1	1
CCOc1ccc(NC(=S)Nc2ccc(C)c([N+](=O)[O-])c2)cc1	15	-11	9	2	-1	1	0	1	2
CC(/C=N/NC(=O)C(O)c1ccccc1)=C\c1ccccc1 (stereo not given)	3	-15	11	-6	-1	0	-15	-4	0
COc1ccc(NC(=O)CSc2ccc3nnc(CCNC(=O)c4ccccc4)n3n2)cc1	-1	-2	4	0	0	3	5	-11	2
COCCNC(=S)N1CCC(NC(=O)C23CC4CC(CC(C4)C2)C3)CC1	9	-6	8	-5	-1	7	7	9	1
COc1ccc(-c2cc(C(=O)Nc3ccc(S(=O)(=O)Nc4onc(C)c4C)cc3)c3ccccc3n2)cc1	-427	-3	-9	-12	2	1	7	7	-2
CCNC(=O)COC(=O)CNC(=O)c1cc(Cl)cc([N+](=O)[O-])c1	8	-6	-4	8	0	0	7	4	0
Cc1ccc(S(=O)(=O)N2CCC(C(=O)NCCN3CCCCCC3)CC2)cc1	14	-3	20	-10	-1	22	-1	-2	-14
CC(C)(C)c1csc(CS(=O)(=O)c2ccccn2)n1	11	-1	-5	-6	-1	1	-4	3	3
Cc1cn(CC2COC(C)(C)O2)c(=O)[nH]c1=O (stereo not given)	8	-6	8	8	0	0	-5	-3	0
COc1ccc(CNCc2cccc3ccccc23)cc1	23	-4	-7	-3	-2	-6	-6	16	1
CN(C)C(=O)CSc1ccc(S(=O)(=O)N2CCOCC2)cn1	14	-3	-4	-2	2	2	-13	-4	0
CCOc1ccc(CCNC(=O)CS(=O)Cc2nc(-c3ccc(OC)cc3)oc2C)cc1OCC (stereo not given)	2	-4	12	3	-3	-11	-2	1	-2
Cc1ccc(O)c(N=Cc2cccs2)c1	20	15	71*	0	-3	-11	-20	1	-2
Cc1ccc(S(=O)(=O)N/N=C/c2c[nH]c3ccccc23)cc1	-3	-6	-4	-6	-1	-7	2	2	-4
COc1ccc(/C(C)=N/NC(=O)CNC(=O)c2cccnc2)c(OC)c1	14	-6	1	2	6.4*	-6	-2	-4	4

Among those listed so far, these have an aryl thioether with sulfur outside any ring.
SMILES	SENP8 block-1	HKDC1 inh	PfGluPho inh	SENP6 inh	MIN6 prolif	UBC13 inh	SENP8 block-2	SENP7 block	SENP1 inh
COc1ccc(NC(=O)CSc2ccc3nnc(CCNC(=O)c4ccccc4)n3n2)cc1	-1	-2	4	0	0	3	5	-11	2
CN(C)C(=O)CSc1ccc(S(=O)(=O)N2CCOCC2)cn1	14	-3	-4	-2	2	2	-13	-4	0

Further compounds
SMILES	SENP8 block-1	HKDC1 inh	PfGluPho inh	SENP6 inh	MIN6 prolif	UBC13 inh	SENP8 block-2	SENP7 block	SENP1 inh
O=c1[nH]nc(Cc2ccc(Cl)cc2Cl)c2ccccc12	25	-4	-15	-4	3	13	-1	-6	2
CC(=O)c1ccc(S(=O)(=O)N2CCn3cccc3C2C)cc1 (stereo not given)	-24	-3	9	1	0	-5	4	6	-18
C[C@]12CC[C@H](O)CC1=CCC1C2CC[C@@]2(C)C1CC[C@@H]2NC(=O)[C@@H](N)Cc1ccccc1 (stereo not given in full)	4	-2	3	-18	-6	22	-15	-6	-6
C[C@@H]1CN(Cc2nc(-c3cccs3)no2)C[C@H](C)O1	42*	-9	8	1	-1	-8	-11	-13	-1
Cc1ccc(N2CC(C(=O)NCCC3=CCCCC3)CC2=O)cc1 (stereo not given)	9	-7	9	-13	-6	-3	-15	-13	1
O=C1c2ccccc2C(=O)C1C(=O)C1CC1	38*	1	24	/	/	/	/	/	3
N#CCCN(CCC#N)C(=O)c1ccc(Cl)cc1	7	-7	-3	4	-3	6	7	2	-2
CCOC(=O)[C@H]1[C@H]2COc3ccc(Br)cc3[C@@H]2N2C(=O)c3ccc(F)cc3NC(=O)[C@@]12C	-21	11	15	-14	-6	-13	-5	10	-1
O=C(O)CCCCCN1C(=O)/C(=C/c2ccncc2)SC1=S	9	-10	-11	-17	-1	-12	-7	-12	1
Cc1cc(=O)oc2cc(OCC(=O)NC3(C#N)CCCCC3)c(Cl)cc12	i	-3	14	4	1	-1	5	-4	-3
CCOC(=O)C1=CN(Cc2ccco2)S(=O)(=O)N(CC)C1c1cccc(OC)c1 (stereo not given)	6	3	7	/	/	/	/	0	-4
COc1cc(NC(=O)CSCc2cnn(-c3ccccc3)c2-n2cccc2)cc(OC)c1	16	1	8	-8	-5	-2	-5	-6	0
CN1CCN(c2nc(-c3cccc([N+](=O)[O-])c3)nc3ccccc23)CC1	26	-1	15	5	-6	-2	-11	-7	4
CCN(Cc1ccncc1)Cc1nc(-c2ccc(C(=O)OC)cc2)no1	-54	-9	-6	-5	-2	-1	-4	2	-11
O=C1C=C(c2ccc3c(c2)OCCO3)C[C@@H](c2ccc(F)cc2)C1	-281	9	8	0	-3	-2	-5	7	2

Single records (already shown). Order of values: SENP8 block-1 | HKDC1 inh | PfGluPho inh | SENP6 inh | MIN6 prolif | UBC13 inh | SENP8 block-2 | SENP7 block | SENP1 inh
`O=C1c2ccccc2C(=O)C1C(=O)C1CC1` as listed: 38* | 1 | 24 | / | / | / | / | / | 3
`O=C(O)CCCCCN1C(=O)/C(=C/c2ccncc2)SC1=S` as listed: 9 | -10 | -11 | -17 | -1 | -12 | -7 | -12 | 1
`CC(=O)c1ccc(S(=O)(=O)N2CCn3cccc3C2C)cc1` (stereo not given) as listed: -24 | -3 | 9 | 1 | 0 | -5 | 4 | 6 | -18
`CN1CCN(c2nc(-c3cccc([N+](=O)[O-])c3)nc3ccccc23)CC1` as listed: 26 | -1 | 15 | 5 | -6 | -2 | -11 | -7 | 4

Later entries:
SMILES	SENP8 block-1	HKDC1 inh	PfGluPho inh	SENP6 inh	MIN6 prolif	UBC13 inh	SENP8 block-2	SENP7 block	SENP1 inh
Cc1csc2c(N3CCN(C(=S)Nc4ccc(F)cc4F)CC3)ncnc12	14	10	16	-19	-4	12	10	1	1
CCN(CC)c1ccc(S(=O)(=O)N2CCOCC2)cc1NC(=O)COC(=O)/C=C/c1ccccc1	8	1	16	/	/	/	/	/	1
CCOC(=O)C1CCCN(CCC(=O)Nc2cc(C)ccc2C)C1 (stereo not given)	11	-5	8	-4	-1	9	1	1	-1
COc1ccc2c(c1)c(-c1csc(N)n1)c(C)n2C	6	2	1	1	-4	-3	-8	0	1
COc1ccc(NS(=O)(=O)c2cc(C(=O)Nc3ccccc3C(=O)O)ccc2C)cc1	15	3	-32	-2	-2	-2	-12	10	0
CNC(=S)NNC(=O)c1cccs1	4	-1	-10	-2	-2	-4	9	-8	2
Cc1cccc(C)c1NC(=O)COc1ccc2c(C)c(Cc3ccccc3)c(=O)oc2c1C	-213	0	-17	-12	-4	-9	6	-8	-2
COc1cccc(NC(=O)N2CCCC2C(=O)Nc2cc(C)ccc2OC)c1 (stereo not given)	13	-5	2	3	-2	23	-2	-9	2
CN(C(=O)CN1C(=O)NC2(CCc3ccccc32)C1=O)C1CCCCC1 (stereo not given)	13	-6	-1	-22	-2	11	1	10	-2
N/N=C(\Cc1cscn1)c1ccc(O)cc1O	10	1	-15	21	0	10	-1	-4	15

Sorted by the number under PfGluPho inh (lowest first): 5 from the list above
| Compound | HKDC1 inh | PfGluPho inh | SENP6 inh | UBC13 inh | SENP7 block | SENP1 inh |
| --- | --- | --- | --- | --- | --- | --- |
| COc1ccc(NS(=O)(=O)c2cc(C(=O)Nc3ccccc3C(=O)O)ccc2C)cc1 | 3 | -32 | -2 | -2 | 10 | 0 |
| Cc1cccc(C)c1NC(=O)COc1ccc2c(C)c(Cc3ccccc3)c(=O)oc2c1C | 0 | -17 | -12 | -9 | -8 | -2 |
| COc1cccc(NC(=O)N2CCCC2C(=O)Nc2cc(C)ccc2OC)c1 (stereo not given) | -5 | 2 | 3 | 23 | -9 | 2 |
| CCOC(=O)C1CCCN(CCC(=O)Nc2cc(C)ccc2C)C1 (stereo not given) | -5 | 8 | -4 | 9 | 1 | -1 |
| CCN(CC)c1ccc(S(=O)(=O)N2CCOCC2)cc1NC(=O)COC(=O)/C=C/c1ccccc1 | 1 | 16 | / | / | / | 1 |
